# High-throughput results as filed in PubChem.
# D1 PAM – Potentiators of Human D1 Dopamine Receptor: qHTS; potentiation, % at 10 µM; 360,000 tested, 0.036% active; HEK293 TREx D1 cells, calcium flux, dopamine EC20 potentiation; in the data active = potentiation above about 30%; also: 0% is about no effect
# TRHR PAM – qHTS for Small Molecule Agonists and Allosteric Enhancers of Human TRH Receptor: Primary Screen for Enhancers; AID 493056, 2011; TRHR cells, fluo-8 calcium fluorescence, EC20 TRH enhancement; enhancement, % at 2 µM; 360,000 tested, 0.66% active; Thyrotropin-releasing hormone receptor (Homo sapiens), P34981; in the data active = enhancement above about 30%; also: 0% is about no effect
# Target sequence (P34981 whole entry, looked up): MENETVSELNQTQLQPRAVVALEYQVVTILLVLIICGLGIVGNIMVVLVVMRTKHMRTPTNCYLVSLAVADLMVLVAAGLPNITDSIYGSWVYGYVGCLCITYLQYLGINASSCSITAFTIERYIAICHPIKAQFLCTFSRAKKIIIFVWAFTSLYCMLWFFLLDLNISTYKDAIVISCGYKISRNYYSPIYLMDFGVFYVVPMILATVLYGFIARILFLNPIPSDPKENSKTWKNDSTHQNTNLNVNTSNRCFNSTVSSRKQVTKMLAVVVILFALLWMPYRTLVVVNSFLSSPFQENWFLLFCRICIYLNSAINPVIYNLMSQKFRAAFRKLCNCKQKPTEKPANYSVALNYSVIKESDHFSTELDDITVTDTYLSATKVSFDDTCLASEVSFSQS
#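 TRHR-expressing cells loaded with fluo-8 calcium dye were read kinetically (ex 480/em 530) during compound addition, then stimulated with an EC20 of TRH (10 nM final). Enhancement of the Gq-mediated intracellular calcium response was scored.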
# RXFP1 antag – qHTS Assay for Antagonists of the Relaxin Receptor RXFP1; Relaxin receptor 1 (Homo sapiens), Q9HBX9; HEK293-RXFP1, relaxin-stimulated cAMP HTRF, 30 min; active compounds read low; activity change, negative = inhibition, % at 57.5 µM; 350,000 tested, 0.59% active; AID 1259400, 2018;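 active = activity change of -60% or lower, but not beyond a set lower limit; inconclusive = change between -60% and -40%, or beyond the set limit; inactive = change above -40%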; also: % is scaled to controls: 0 for no effect and ±100 for the full control effect
# D2 antag – HTS Assay for Allosteric Antagonists of the Human D2 Dopamine Receptor: Primary Screen for Antagonists; HEK293 TREx D2 cells, calcium flux, dopamine EC80; 340,000 tested, 2% active; inhibition, % at 10 µM; in the data active = inhibition above about 30%; also: 0% is about no effect
# Target sequence (P14416 whole entry, looked up): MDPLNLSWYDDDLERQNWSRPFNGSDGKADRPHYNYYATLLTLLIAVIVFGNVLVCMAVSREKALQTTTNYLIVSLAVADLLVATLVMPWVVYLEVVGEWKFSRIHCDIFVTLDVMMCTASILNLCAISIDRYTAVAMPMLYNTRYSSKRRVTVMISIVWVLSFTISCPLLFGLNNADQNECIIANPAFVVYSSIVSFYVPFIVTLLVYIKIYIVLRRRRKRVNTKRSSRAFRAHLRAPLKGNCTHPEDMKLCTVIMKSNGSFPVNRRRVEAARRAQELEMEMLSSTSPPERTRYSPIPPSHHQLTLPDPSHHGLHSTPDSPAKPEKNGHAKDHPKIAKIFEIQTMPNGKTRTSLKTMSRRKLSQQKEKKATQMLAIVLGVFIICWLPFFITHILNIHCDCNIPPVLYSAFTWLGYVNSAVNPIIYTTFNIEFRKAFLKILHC
#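 Read-out: kinetic calcium fluorescence (1 cycle/s) in inducible HEK293 T-REx D2 cells after an EC80 dopamine addition that followed 180 s compound preincubation. Loss of the dopamine response indicates antagonism.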
# D2 potentiator – HTS Assay for Positive Allosteric Modulators of the Human D2 Dopamine Receptor: Primary Screen for Potentiators; HEK293 T-REx D2, calcium flux, EC20 dopamine potentiation; 340,000 tested, 0.34% active; D(2) dopamine receptor (Homo sapiens), P14416; potentiation, % at 10 µM;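 active = potentiation over 3 SD above the plate norm, cut at about 30% in these data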; also: 0% is about no effect
#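 Primary screen. Calcium kinetics in induced HEK293 T-REx D2 cells: compound pre-addition 180 s, EC20 dopamine, 180 s more.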
# D2 ag – HTS Assay for Allosteric Agonists of the Human D2 Dopamine Receptor: Primary Screen for Agonists. D(2) dopamine receptor (Homo sapiens), P14416. HEK293 T-REx D2 cells, calcium flux agonist mode. activation, % at 2 µM. 340,000 tested, 0.53% active. AID 485358, 2010;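 active = activation over 3 SD above normal in the single-dose calcium agonist read, cut at about 30% in these data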; also: 0% is about no effect
#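 Agonism is scored from calcium flux in a force-coupled, inducible HEK293 cell line expressing D2, read kinetically for 180 s after compound addition against dopamine controls.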
# D1 antagonist – Antagonist of Human D 1 Dopamine Receptor: qHTS. D(1A) dopamine receptor (Homo sapiens), P21728. 360,000 tested, 3.2% active. AID 504652, 2011. HEK293 TREx D1 cells, calcium flux, dopamine EC80; active compounds read low. activity change, negative = inhibition, % at 10 µM; in the data active = activity change below about -30%; also: % is scaled to controls: 0 for no effect and ±100 for the full control effect
#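 Inducible Hek293 Trex D1 cells (tetracycline, overnight, 30 C). Calcium dye 30–90 min RT. Antagonist mode: EC80 dopamine added after 180 s compound read.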
# D1 ag – Allosteric Agonists of the Human D1 Dopamine Receptor: qHTS | HEK293 T-REx D1 cells, calcium flux, agonist mode | activation, % at 2 µM | 360,000 tested, 1% active | AID 504660, 2011; also: 0% is about no effect
#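 Tetracycline-induced HEK293 TREx D1 cells, force-coupled to calcium signalling, were dye-loaded with a no-wash calcium kit. Compound was pin-added after a 10 s baseline. Fluorescence was read kinetically at 1 cycle/s for 180 s, with calcium rises flagged as agonism.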
# TRHR agonist – qHTS for Small Molecule Agonists and Allosteric Enhancers of Human TRH Receptor: Primary Screen for Agonists; Thyrotropin-releasing hormone receptor (Homo sapiens), P34981; TRHR cells, calcium flux fluo-8, FDSS agonist mode; activation, % at 2 µM; 360,000 tested, 0.18% active; AID 493084, 2011; also: 0% is about no effect
#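 TRHR-expressing cells loaded with fluo-8 calcium dye; 23 nL library compound pin-transferred, kinetic FDSS fluorescence (Ex 480/Em 530) recorded about 180 s for agonist-induced calcium release, before a 10 nM TRH EC20 addition for potentiator mode.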
# The depositor's hits bear a star; ? = inconclusive; . = no result given. Rule as the data show it, unless noted: active = activation above about 30%; inactive = the rest.
# The first 7 compounds (preview)
SMILES,D1 PAM,TRHR PAM,RXFP1 antag,D2 antag,D2 potentiator,D2 ag,D1 antagonist,D1 ag,TRHR agonist
COc1cccc2[nH]c3c(=O)[nH]cnc3c12,-7,-1,-1,8,-3,-0.1,-18,3,0.5
Cc1ccc(C)n1-n1cnc2sc3c(c2c1=O)CCC3,-11,-2,-25,2,4,1.4,-33*,2,-0.2
N#Cc1c(NC(=O)C2CC=CCC2C(=O)O)sc2c1CCCCCC2 (stereo not drawn),2,1,7,.,.,.,6,-1,-0.2
CCOC(=O)C1(Cc2cccc(Cl)c2)CCCN(C(=O)c2cn[nH]c2)C1 (stereo not drawn),-1,15,-8,13,-4,0.4,-1,0,-2.2
NC(=O)c1ccsc1NC(=O)COC(=O)CCCOc1ccccc1,-2,-12,-12,-16,12,1.1,-14,6,-2.2
Cc1ccc(C(=O)N(Cc2nc(-c3ccc(C)cc3)no2)C(C)C)cc1,6,3,-37,15,1,-1.3,7,2,-0.4
CC(=O)c1ccc2c(c1)OCCOCCOc1ccc(C(C)=O)cc1OCCOCCO2,4,-2,-7,11,-4,-0.1,-3,-1,-0.9

# All compounds of this part, repeating the preview:
SMILES,D1 PAM,TRHR PAM,RXFP1 antag,D2 antag,D2 potentiator,D2 ag,D1 antagonist,D1 ag,TRHR agonist
COc1cccc2[nH]c3c(=O)[nH]cnc3c12,-7,-1,-1,8,-3,-0.1,-18,3,0.5
Cc1ccc(C)n1-n1cnc2sc3c(c2c1=O)CCC3,-11,-2,-25,2,4,1.4,-33*,2,-0.2
N#Cc1c(NC(=O)C2CC=CCC2C(=O)O)sc2c1CCCCCC2 (stereo not drawn),2,1,7,.,.,.,6,-1,-0.2
CCOC(=O)C1(Cc2cccc(Cl)c2)CCCN(C(=O)c2cn[nH]c2)C1 (stereo not drawn),-1,15,-8,13,-4,0.4,-1,0,-2.2
NC(=O)c1ccsc1NC(=O)COC(=O)CCCOc1ccccc1,-2,-12,-12,-16,12,1.1,-14,6,-2.2
Cc1ccc(C(=O)N(Cc2nc(-c3ccc(C)cc3)no2)C(C)C)cc1,6,3,-37,15,1,-1.3,7,2,-0.4
CC(=O)c1ccc2c(c1)OCCOCCOc1ccc(C(C)=O)cc1OCCOCCO2,4,-2,-7,11,-4,-0.1,-3,-1,-0.9
CCCC(NC(=O)C(C)NC(=O)CO/N=C1\C=C2CCC3C4CCC(C(C)=O)[C@@]4(C)CCC3[C@@]2(C)CC1)C(=O)O (stereo partly drawn),-7,-5,-6,12,-7,-1.7,1,5,-0.2
O=c1c2ccccc2nnn1CSc1ccccc1F,2,-1,.,-8,9,-0.6,-20,1,-0.1
N/C(=C\C(=O)c1cc(Cl)ccc1O)C(Cl)(Cl)Cl,2,-12,-6,5,-8,-1.2,1,3,-0.9
CCNS(=O)(=O)c1ccc(NC(=O)c2ccc(Cn3cc([N+](=O)[O-])cn3)o2)cc1,-6,-2,-1,-10,0,-0.7,-1,3,0.3
CSC1=N/C(=C\c2cccc(F)c2)C(=O)S1,-4,1,17,5,-1,0.2,-5,2,1.0
CCc1cc(=O)oc2cc(C)cc(OC(C)C(=O)NC(Cc3c[nH]c4ccc(O)cc34)C(=O)O)c12 (stereo not drawn),-3,4,.,-8,6,-0.4,9,3,-1.1
O=C(Nc1cccnc1)c1ccc2ccccc2c1O,-8,-4,6,-3,9,-0.2,-3,1,0.5
O=C(COc1ccccc1F)Nc1ccc(S(=O)(=O)Nc2nccs2)cc1,-3,11,?,4,18,-0.3,4,0,0.8
CCOC(=O)c1cccc(NC(=O)CSc2nnc(C3CCCCC3)n2C)c1,-1,9,-7,-6,2,1.0,-13,0,-2.2
O=C(Nc1ccc(Cl)cc1Cl)c1ccc2c(=O)n3c(nc2c1)CCC3,-7,-5,6,-6,2,5.8,1,2,26
O=C1c2cccc3cccc(c23)C(=O)N1CCCc1n[nH]c(=S)n1-c1ccccc1,7,-1,11,7,2,-0.4,-6,1,-0.4
Cc1noc(C)c1COc1ccc(C(=O)OCC(=O)OC(C)(C)C)cc1,1,2,-23,16,11,1.2,0,25,1.0
Cc1ccnc(NC(=O)c2ccc3c(c2)OCO3)c1,-6,-6,12,0,-6,1.3,-2,3,-0.4
O=C(COC(=O)c1cc(=O)[nH]c2ccccc12)NCc1cccs1,-5,2,-3,16,3,0.4,2,0,0.3
Cc1ccccc1NC(=O)C(Cl)=C(Cl)Cl,-9,-7,-1,3,5,0.0,-22,1,-0.2
CCOC(=O)c1c(-c2ccccc2)csc1NC(=O)COc1ccc2c(C)cc(=O)oc2c1,-8,-15,-1,-12,14,0.0,6,2,-0.3
COc1ccc(C(c2nnnn2CC2CCCO2)N2CCN(c3cccc(C)c3C)CC2)cc1 (stereo not drawn),-4,11,-8,.,.,.,6,1,-0.5
CCc1ccccc1NC(=O)NCCN1CCCCC1,-5,0,0,0,-11,-0.6,2,2,1.2
COc1cccc(NS(=O)(=O)c2ccc(S(=O)(=O)N3CCOCC3)cc2)c1,2,-2,-1,5,4,0.6,8,4,0.2
Cc1nn(-c2ccc(N3CCCCC3)nn2)c(C)c1CCC(=O)NCc1ccccc1F,-5,7,7,.,0,0.5,-8,-1,-0.1
COc1ccc(-c2nn(CCC#N)cc2/C=N/O)cc1OC,1,-3,14,0,5,-0.2,40,0,-0.8
NC1=Nc2cccc3cccc1c23,-10,2,2,-24,6,1.3,6,3,0.7
OCCN1CCN(CC(O)COc2ccc3c(c2)OCO3)CC1 (stereo not drawn),2,1,-9,1,-17,0.1,0,3,0.5
O=[N+]([O-])c1c(Nc2cccc(O)c2)cc(Cl)c2nonc12,-9,-10,?,8,1,3.8,-24,3,-0.1
COC(=O)C1=C(N)Oc2cc(C)[nH]c(=O)c2C1c1ccccc1OC (stereo not drawn),-6,-4,-20,-22,4,1.0,-17,1,0.2
O=C1/C(=C/Nc2ccc3c(c2)OCO3)CCc2ccccc21,-3,3,.,-5,8,0.2,0,23,-0.7
CO/N=C(\N)c1ccc([N+](=O)[O-])cc1,-3,3,-6,-6,6,-1.5,-15,3,-0.7
CC(C)OCCCNC(=O)C(=O)Nc1c2c(nn1-c1ccccc1)CS(=O)(=O)C2,0,27,-12,.,6,.,.,25,1.0
O=C1CC(N2CCN(c3ccc(Cl)cc3)CC2)C(=O)N1c1ccccc1 (stereo not drawn),-1,-5,10,22,16,1.1,3,8,1.9
CCC(NS(=O)(=O)c1ccc(C)cc1)C(=O)N1CCC2(O)CCCCC2C1 (stereo not drawn),2,12,-4,9,39*,0.0,4,3,0.6
COc1cc(CN2CCN(Cc3ccc([N+](=O)[O-])cc3)CC2)c([N+](=O)[O-])cc1OC,-3,-5,5,-8,-3,0.4,-15,2,0.0
Cc1c(C(=O)N2CCN(c3ccc(F)cc3)CC2)sc2ncnc(N3CCN(c4ccccn4)CC3)c12,-3,-3,-5,7,2,0.1,-16,-2,-0.9
N#Cc1c(N2C(=O)Nc3ccccc3N2O)sc2c1CCCCCC2,2,-25,-28,6,-5,-1.5,5,2,-2.2
O=C(NN1CCOCC1)c1ccc(Br)s1,2,0,-1,-2,-2,0.0,-1,3,0.9
Cc1nn(CC(=O)Nc2cccc(C(F)(F)F)c2)c(=O)c2cccn12,0,-3,16,4,-4,0.2,0,4,-0.3
O=C(O)COc1cnc2ccccc2n1,1,-5,9,3,-2,1.3,-3,7,0.7
Cc1cc(C)c(S(=O)(=O)c2cccc(Cl)c2)c(=O)[nH]1,-2,2,-15,5,-3,-1.0,1,0,-0.4
O=C(O)c1cccc(NC(=S)N/N=C/c2c[nH]c3ccccc23)c1,-2,2,-3,11,6,-0.2,12,2,-0.4
CC(=O)Nc1ccc(S(=O)(=O)Nc2cccn(Cc3ccc(C)cc3)c2=O)cc1,2,33*,9,-1,-8,0.1,-24,5,0.9
COc1ccc(NC(=O)CSc2nnc3ccc(-c4ccncc4)nn23)cc1OC,-1,-3,6,-9,-4,-0.2,12,3,-0.3
CC(=O)Nc1nc2n(n1)C(c1ccccc1)C=C(c1ccccc1)N2 (stereo not drawn),-13,2,6,14,1,23,-8,9,39*
CCOC(=O)Cn1nc(C)c(NC(=O)COc2ccc([N+](=O)[O-])cc2)c1C,0,-5,-3,8,-1,0.6,3,3,0.4
Cc1cc(C(=O)Nc2cccc(F)c2)c2c(C)nn(-c3cccc(Cl)c3C)c2n1,-8,1,-10,.,4,-0.1,-39*,8,0.2
COc1ccc2cc(C)c(SCC(=O)Nc3cc(C)on3)nc2c1,3,5,-14,10,-5,0.6,-5,4,0.7
CCc1ccc(NC(=O)Cn2nnc(C(=O)NCc3cccs3)c2N)cc1,4,-3,7,1,0,0.5,-6,2,-0.2
COc1ccc(-c2csc(NC(=O)C3CSC4(C)CCC(=O)N34)n2)cc1OC (stereo not drawn),-2,3,-11,4,10,0.1,1,1,0.0
COc1ccc(CNC(=O)CN(C)S(=O)(=O)c2ccc(Br)s2)cc1,6,-4,2,11,-19,0.1,-7,-3,-1.5
CC(C)NC(=O)C(c1ccc(F)cc1)N(C(=O)CCC(=O)Nc1ccccn1)C1CCCC1 (stereo not drawn),-6,-1,-2,18,-13,1.4,1,4,1.0
Cc1cc(C)cc(N(CCC#N)C(=O)COC(=O)CN2C(=O)NC(C)(C)C2=O)c1,-5,-4,13,23,1,1.6,11,10,1.0
Cc1ccc(N=Nc2ccc(O)cc2)c(Br)c1,-2,3,5,-2,2,0.4,-12,15,0.1
COc1ccc(C(=O)C2CCCN(Cc3cccn3-c3ccccn3)C2)cc1F (stereo not drawn),-7,3,-3,.,20,.,8,23,-3.2
Cc1nnc(SCC(=O)Nc2nsc(-c3ccc(Cl)cc3)n2)s1,-4,-1,-4,-1,-5,-0.2,-9,0,-0.8
Cc1ccnc(Sc2nc3c(c(=O)[nH]c(=O)n3C)n2CCCc2ccccc2)n1,-2,2,-1,-6,-5,-0.4,4,2,0.1
O=C(Nc1ccc(S(=O)(=O)Nc2ccc(F)cc2)cc1)c1ccc(CN2CCOCC2)cc1,-6,0,-18,-3,4,0.5,-9,18,-1.9
NC(N)=NNC(=O)c1ccccc1Cl,1,1,1,-2,1,-5.2,-1,1,0.4
O=C(c1cccc(F)c1)N1CCN(C(=O)C(c2ccccc2)c2ccccc2)CC1,4,3,0,31*,.,-2.9,0,1,-1.1
